pCIP destab: p/CIP protein destabilization; Q05BA5; F442A p/CIP-EGFP cells, EGFP fluorescence, 16 h; decrease of EGFP signal, % at 10 µM; actives 0.01% (n = 290,000); AID 1984;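 active means EGFP signal decrease of at least 30% at 10 µM or well 3 SD below plate mean, unless failing retest; inactive means the rest, including hits failing retest or dose response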; further: some compounds called inactive have numbers as strong as hits; many of its hits are not listed in these tables
IMP-1 inhibitor: inhibitors of Pseudomonas aeruginosa IMP-1 metallo-beta-lactamase; purified IMP-1, nitrocefin hydrolysis, epi-absorbance fluorescence; inhibition, % at 5.6 µM; actives 0.45% (n = 290,000); AID 1556;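 active means inhibition above the mean plus 3 SD of all compounds in the same screening run, cut at about 4.5% in these data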;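 further: 0% = IMP-1 with DMSO and 100% = DMSO wells lacking enzyme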
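System: purified recombinant IMP-1 beta-lactamase. Medium: Zinc- and detergent-supplemented HEPES buffer, pH 7.1. Compound: one 5.6 µM dose […]. Schedule: 15 min preincubation plus 25 min reaction at 25 °C. Technique: Epi-absorbance fluorescence, 480 nm excitation, 530 nm emission.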
GalR3 antagonist: antagonists of human GalR3. O60755. HEK293 GalR3-CNG cAMP membrane potential fluorescence; galR3 body fused to GalR1 C-terminus. inhibition, % at 3 µM. actives 0.44% (n = 360,000). AID 651719;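 active means inhibition above the screen-wide average plus 3 SD, cut at about 13% in these data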;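 further: forskolin and galanin both at EC90 stimulate the cells; cAMP rise reported by CNG channel membrane potential dye signal; 0% = forskolin plus galanin with DMSO and 100% = forskolin alone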
HCV NS3 hel inh: blocks Hepatitis C virus NS3 helicase unwinding | NS3 helicase DNA unwinding, Cy5 molecular beacon fluorescence | inhibition, % at 10.9 µM | actives 0.56% (n = 290,000) | AID 1800;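 active means inhibition above the mean of all tested compounds plus 3 SD, set per campaign, cut at about 35% in these data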;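 further: 0% = DMSO wells and 100% = thioflavine S control wells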
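System: Hepatitis C virus NS3 helicase domain fragment enzyme | Reagent: Annealed dual-labelled DNA beacon duplex, ATP-started | Compound dosing: 10.9 µM single point, 0.8% DMSO | Incubation: 1 h reaction at 25 °C, ATP-initiated | Technique: Cy5 fluorescence | Evaluation: Percent inhibition from t60/t0 fluorescence ratio | Benchmarks: Low DMSO, high thioflavine S at 110 µM | Replication: Singlicate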
IDE cell inh: inhibitors of human insulin-degrading enzyme in cells. P14735. HEK cells, FAbetaB cleavage, fluorescence polarization. inhibition, % at 5.59 µM. actives 0.41% (n = 320,000);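 active means percent inhibition above the average of all tested compounds plus 3 SD, set per screening campaign, cut at about 16% in these data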;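 further: IDE supplied by intact live HEK cells; FP after avidin binding of uncleaved biotin substrate so inhibition keeps polarization high; 0% = DMSO wells and 100% = 60 µM reference IDE inhibitor Ii1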
IDE cell activ: boosts human insulin-degrading enzyme activity in HEK cells | P14735 | FAbeta-B cleavage, fluorescence polarization; 0% vehicle, 100% cell-free pure enzyme wells | activation, % at 5.96 µM | actives 0.073% (n = 340,000);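 active means activation above the mean of all tested compounds plus 3 SD, set per screening campaign, cut at about 17% in these data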
CRFBP-R2 block: blocks CRF-induced signaling of the CRF-BP/CRF-R2 complex; HEK293 CRF-R2/CRF-BP, CRF-induced calcium fluorescence; actives 0.59% (n = 350,000); inhibition, % at 11.8 µM; AID 588475;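 active means inhibition of the ligand-induced calcium signal above about 50% at the single tested concentration, limit read from the data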
VIM-2 inh: blocks Pseudomonas aeruginosa VIM-2 metallo-beta-lactamase | inhibition, % at 5.6 µM | purified VIM-2, nitrocefin hydrolysis, epi-absorbance fluorescence | actives 0.89% (n = 290,000);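 active means inhibition above the mean of all tested compounds plus 3 SD, cutoff set per screening run, cut at about 7.5% in these data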;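 further: red hydrolysis product quenches plate fluorescence so inhibitors raise well fluorescence; 0% = enzyme with DMSO and 100% = DMSO without enzyme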
UBC9 SUMO inh: inhibitors of human SUMOylation (UBC9) | HTRF SUMOylation assay, SAE1/SAE2 + UBC9, in vitro | inhibition, % at 35 µM | actives 0.36% (n = 290,000); in the data active means inhibition above about 50%, passing the limit was not always enough; further: strong numbers were not always called active
Starred values were filed as active, the others as inactive; nt = not tested or not shown.

pCIP destab	IMP-1 inhibitor	GalR3 antagonist	HCV NS3 hel inh	IDE cell inh	IDE cell activ	CRFBP-R2 block	VIM-2 inh	UBC9 SUMO inh	Molecule
-7	-2.6	-4	2	-4	6	-17	-1.0	7	CCOC(=O)c1c(NC(=O)c2ccno2)c2cc([N+](=O)[O-])ccc2n1C
6	-1.2	-4	-47	1	0	-35	-0.2	-16	S=C(Nc1ccc(Cl)cc1Cl)NC1CCN(Cc2ccccc2)CC1
nt	nt	-3	nt	6	4	12	nt	nt	CCCN(C(=O)CCCSc1nc2ccccc2[nH]1)c1c(N)n(Cc2ccccc2)c(=O)[nH]c1=O
-24	-2.2	-6	9	-2	1	22	-3.5	10	Cc1ccc(CNC(=O)Nc2cccc(C)c2)cc1
nt	nt	-3	nt	1	6	3	nt	nt	CCOc1ccc(NC(=O)CN(C)C(=O)CN2C(=O)NC3(CCCC3)C2=O)cc1OCC
-1	-2.1	3	10	-2	4	-20	-1.3	9	COc1ccc(NC(=O)CS(=O)(=O)Cc2nc(-c3ccc(C)cc3)oc2C)cc1
8	-2.5	-2	6	0	11	11	-1.6	11	COC(=O)C1CCN(C(=O)COC(=O)COc2ccc(C#N)cc2)CC1
1	-2.6	-4	-4	3	5	-26	1.9	-2	O=C(Nc1ccc2c(c1)OCCO2)c1ccc(Cl)c(S(=O)(=O)N2CCCCC2)c1
-2	0.5	-1	0	6	-4	-16	-3.6	7	Cc1ccc(/C=C/C2=NN(Cc3ccccc3Cl)C(=O)CC2)cc1
-8	-2.7	-6	1	4	0	13	0.8	8	COc1ccc(N2CC(O)=C(c3nc(-c4ccc(F)cc4)cs3)C2=N)cc1OC
0	-0.2	1	-1	-1	3	-14	-2.0	22	COc1ccc(S(=O)(=O)Nc2ccc3c(c2)OCO3)cc1C(=O)O
-11	-5.8	-3	0	1	4	36	-1.9	14	CCOC(=O)C1CCCN(C(=O)c2ccco2)C1 (centres undefined)
-5	-3.7	-4	-11	5	-2	-116	-2.4	10	COc1ccc(-n2ncc3c(Nc4cccc(C)c4)ncnc32)cc1
-13	-2.4	-1	8	4	-2	-1	-4.3	18	O=C(Nc1nnc(SCCC2OCCO2)s1)C1CC(=O)N(c2ccc(F)cc2)C1 (centres undefined)
-3	-5.6	-6	0	3	-5	-12	-2.5	-9	N/C(=N\OC(=O)Cc1ccc(Cl)cc1)c1ccccn1
-7	-2.3	-9	8	0	3	12	0.0	-2	Cc1ccccc1S(=O)(=O)Oc1ccc2ccc(O)cc2c1
-13	0.6	-1	7	5	4	5	-2.3	-9	O=C(NCc1ccccn1)c1ccc(CS(=O)(=O)Cc2ccc(Cl)cc2)o1
-9	-2.3	-5	-3	1	-1	6	-1.0	-1	N/C(=N\OC(=O)Cc1ccccc1)c1ccccc1Cl
0	-1.6	-4	10	-6	5	17	-4.2	7	CCOc1ccc(C2NC(=O)C(C#N)=C(S)N2c2ccc(C)cc2)cc1OC (centres undefined)
nt	nt	-6	nt	-1	1	14	nt	nt	O=C(Nc1ccccc1F)c1cc(-c2ccco2)nc2ccccc12
-22	-2.9	-10	16	4	3	3	-3.8	15	COc1ccc(C(=O)CC(=O)C(=O)Nc2ccccc2Cl)cc1
12	-0.7	-7	-6	5	0	-19	-3.9	-15	COc1ccc(C(=O)c2sc(Nc3ccccc3F)nc2N)cc1
0	0.2	-5	-37	-1	3	-14	-1.9	5	O=C(Nc1cccc(-c2cccc(Cl)c2)c1)C1CCN(Cc2ccon2)CC1
-8	-4.8	-9	8	6	1	11	-1.2	-1	COc1ccc(C2CC(c3ccc(OC)cc3OC(C)=O)=NN2C(=O)c2ccccc2)cc1 (centres undefined)
-1	-0.5	-9	0	7	-2	12	-2.3	9	Cc1ccsc1C(=O)OCC(=O)Nc1c(Cl)cccc1C(F)(F)F
-19	-3.0	-6	-2	-1	-1	-26	-1.4	101	CC(C)Cn1c(N)c(C(=O)NCC2CCCO2)c2nc3ccccc3nc21 (centres undefined)
-7	-2.9	-8	-20	6	5	16	-2.8	-29	CC(C)C[C@H](NC(=O)c1nc[nH]c1C(=O)NCCCCCNC(=O)OC(C)(C)C)C(=O)OCc1ccccc1
-12	-3.8	-3	-27	0	0	-38	-0.7	4	CCc1ccc(-c2nc(CN3CCC(C(=O)NCc4ccc(F)cc4)CC3)c(C)o2)cc1
-26	-4.7	-3	5	9	nt	0	-1.9	-5	O=C1C[C@H]2[C@H](CO)[C@@H](OC(=O)c3ccc(-c4ccccc4)cc3)C[C@H]2O1
-15	-5.2	-1	-2	0	-1	41	-6.7	-13	CN(C)S(=O)(=O)c1ccc(C(=O)NNc2nc(-c3ccccc3)c3cc(Br)ccc3n2)cc1

Already shown: entries from further up.
pCIP destab	IMP-1 inhibitor	GalR3 antagonist	HCV NS3 hel inh	IDE cell inh	IDE cell activ	CRFBP-R2 block	VIM-2 inh	UBC9 SUMO inh	Molecule
-7	-2.6	-4	2	-4	6	-17	-1.0	7	CCOC(=O)c1c(NC(=O)c2ccno2)c2cc([N+](=O)[O-])ccc2n1C
6	-1.2	-4	-47	1	0	-35	-0.2	-16	S=C(Nc1ccc(Cl)cc1Cl)NC1CCN(Cc2ccccc2)CC1
nt	nt	-3	nt	6	4	12	nt	nt	CCCN(C(=O)CCCSc1nc2ccccc2[nH]1)c1c(N)n(Cc2ccccc2)c(=O)[nH]c1=O
-24	-2.2	-6	9	-2	1	22	-3.5	10	Cc1ccc(CNC(=O)Nc2cccc(C)c2)cc1
nt	nt	-3	nt	1	6	3	nt	nt	CCOc1ccc(NC(=O)CN(C)C(=O)CN2C(=O)NC3(CCCC3)C2=O)cc1OCC
-1	-2.1	3	10	-2	4	-20	-1.3	9	COc1ccc(NC(=O)CS(=O)(=O)Cc2nc(-c3ccc(C)cc3)oc2C)cc1
8	-2.5	-2	6	0	11	11	-1.6	11	COC(=O)C1CCN(C(=O)COC(=O)COc2ccc(C#N)cc2)CC1
1	-2.6	-4	-4	3	5	-26	1.9	-2	O=C(Nc1ccc2c(c1)OCCO2)c1ccc(Cl)c(S(=O)(=O)N2CCCCC2)c1
-2	0.5	-1	0	6	-4	-16	-3.6	7	Cc1ccc(/C=C/C2=NN(Cc3ccccc3Cl)C(=O)CC2)cc1
-8	-2.7	-6	1	4	0	13	0.8	8	COc1ccc(N2CC(O)=C(c3nc(-c4ccc(F)cc4)cs3)C2=N)cc1OC
0	-0.2	1	-1	-1	3	-14	-2.0	22	COc1ccc(S(=O)(=O)Nc2ccc3c(c2)OCO3)cc1C(=O)O
-11	-5.8	-3	0	1	4	36	-1.9	14	CCOC(=O)C1CCCN(C(=O)c2ccco2)C1 (centres undefined)
-5	-3.7	-4	-11	5	-2	-116	-2.4	10	COc1ccc(-n2ncc3c(Nc4cccc(C)c4)ncnc32)cc1

Continued.
pCIP destab	IMP-1 inhibitor	GalR3 antagonist	HCV NS3 hel inh	IDE cell inh	IDE cell activ	CRFBP-R2 block	VIM-2 inh	UBC9 SUMO inh	Molecule
nt	nt	-7	nt	3	3	8	nt	nt	Cc1cc(NC(=O)CSc2ncc(C(=O)O)n2-c2ccc(F)cc2)no1
-2	2.6	1	10	7	-1	38	-2.6	10	C=CCn1c(SCC(=O)Nc2c(C)n(C)n(-c3ccccc3)c2=O)nc2scc(-c3ccccc3)c2c1=O
-1	-0.9	-13	-7	-10	-3	-20	-2.1	-9	COc1ccc(-c2c(-c3ccc(OCC(=O)NN)cc3O)n[nH]c2C)cc1OC
8	-0.3	-4	-16	7	-2	1	2.6	11	O=C1CN(C(=O)COC(=O)CNC(=O)c2ccc(Br)o2)c2ccccc2N1
6	-4.8	4	1	-2	0	-7	-0.3	-1	CCN(C(=O)CSc1nnnn1-c1ccccc1)c1c(N)n(Cc2ccccc2)c(=O)[nH]c1=O
-2	-1.1	0	29	2	2	-3	2.6	24	O=S(=O)(Nc1nccs1)c1ccc(Nc2nnc(-c3ccccc3)c3ccccc23)cc1
-4	-3.0	-4	6	-5	-6	-1	-3.0	7	COc1ccccc1CNC(=O)C(C)Sc1ccsc1[N+](=O)[O-] (centres undefined)
-11	-3.6	-1	3	3	0	9	-3.6	27	COc1cccc(CNC(=O)C2CCN(S(=O)(=O)N3CCCC3)CC2)c1
-8	-2.1	-5	-2	4	nt	15	-2.2	13	O=C1SC(Cc2ccccc2)C(=O)N1c1ccccc1 (centres undefined)
1	-2.9	nt	2	-4	nt	nt	-3.5	8	COc1ccc(CC(NC(C)=O)C(=O)NC2CCN(c3nnnn3-c3ccccc3)CC2)cc1OC (centres undefined)
nt	nt	0	nt	-1	2	12	nt	nt	C=C1CCN([C@@H](Cc2ccccc2)C(=O)O)S(=O)(=O)c2ccccc21
-7	-1.2	-2	3	-3	1	0	-0.1	7	COC(/C=C/Nc1ccc(C)cc1)=C(C#N)C#N
-3	-3.3	2	-3	0	3	-32	-1.1	7	CCn1ncc(/C=N\NC(=O)c2cc(-c3ccc(C)cc3C)nc3ccccc23)c1C
3	-1.8	5	-1	1	3	7	1.2	11	NC(=O)COC(=O)c1cccnc1Nc1ccccc1F
-13	-2.3	-15	-8	2	9	-16	-2.2	8	COc1ccc(F)c(CN(C)CC2CCCN(CCc3ccc(F)cc3)C2)c1 (centres undefined)
-14	nt	0	nt	0	0	-5	nt	19	CC[C@@H](C)C(C(=O)N1CCN(C(=O)OC(C)(C)C)CC1)n1cc(-c2cn([C@@H](C)C(=O)N3CCN(C(=O)OC(C)(C)C)CC3)nn2)nn1 (some centres undefined)
6	-1.4	-4	-42	0	3	-15	-0.8	-5	CCn1ncc(CN2CCCC(C(=O)Nc3cccc(-c4cc5ccccc5[nH]4)c3)C2)c1C (centres undefined)
nt	nt	-5	nt	3	-4	-9	nt	nt	COc1ccc(S(=O)(=O)N2CCC3(CC2)OCCN3S(=O)(=O)c2c(C)cc(C)cc2C)cc1
-2	-1.9	2	10	0	5	19	-0.9	-37	COC(=O)CNc1n[nH]c(=S)[nH]c1=O

Reformatted field by field: entries from further up.
> C=C1CCN([C@@H](Cc2ccccc2)C(=O)O)S(=O)(=O)c2ccccc21
  pCIP destab: nt
  IMP-1 inhibitor: nt
  GalR3 antagonist: 0
  HCV NS3 hel inh: nt
  IDE cell inh: -1
  IDE cell activ: 2
  CRFBP-R2 block: 12
  VIM-2 inh: nt
  UBC9 SUMO inh: nt
> COC(/C=C/Nc1ccc(C)cc1)=C(C#N)C#N
  pCIP destab: -7
  IMP-1 inhibitor: -1.2
  GalR3 antagonist: -2
  HCV NS3 hel inh: 3
  IDE cell inh: -3
  IDE cell activ: 1
  CRFBP-R2 block: 0
  VIM-2 inh: -0.1
  UBC9 SUMO inh: 7
